Bioassay records: PubChem, several laboratories
TNF necrop inh – inhibitors of TNF-alpha triggered necroptosis, primary screen, cell-based, Jurkat FADD-/-, single concentration; activation (protection from cell death), % at 10 µM; actives 0.068% (n = 220,000); Jurkat FADD-/- TNF necroptosis rescue, ATP luminescence, 24 h; 0 = TNF only, 100 = no-TNF cells;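 active means activation, meaning protection from cell death, of at least 50% relative to plate controls; inactive means activation below 50%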;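 further: necroptosis triggered by 40 ng/mL TNF-alpha added together with compound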
zfTRPN1 agonist – zebrafish TRPN1 channel agonists, primary screen, cell-based, HEK293, calcium fluorescence. actives 0.18% (n = 220,000). transient receptor potential cation channel N1 (TRPN1/NompC), Danio rerio. HEK293 zebrafish TRPN1-YFP, Fluo-8 calcium fluorescence; 100% = response to 87 µM carbachol. activation, % at 3 µM;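 active means activation above its plate's cutoff, the mean activation of test wells on that plate plus 3 SD, cut at about 19% in these data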;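 further: 0% = DMSO alone and 100% = 87 µM carbachol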
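Assay system: Zebrafish TRPN1-YFP in HEK293 cells | Incubation: Dye loading 1 h at 37 °C, then 30 min room temperature | Measured by: Kinetic Fluo-8 fluorescence, ex 470-495, em 515-575 nm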
CHOP inh – inhibitors of CHOP promoter induction, primary screen, cell-based, unfolded protein response, luciferase reporter; CHO-K1 CHOP-promoter luciferase, tunicamycin-induced, 15-18 h; inhibition, % at 10 µM; actives 3.8% (n = 220,000); AID 2732, 2010;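 active means compounds that reduced the stress-induced luciferase reporter signal by more than about 70% of percent inhibition, limit read from the data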;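 further: 0% = tunicamycin plus vehicle and 100% = wells without tunicamycin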
BaF3 tox – parental Ba/F3 cell viability inhibition, counter-screen for JAK2V617F inhibitor project, murine pro-B, CellTiter-Glo luminescence; CellTiter-Glo ATP luminescence; actives 1.1% (n = 220,000); inhibition, % at 5.6 µM; AID 1486, 2009;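 active means inhibition above a per-campaign cutoff, the mean inhibition of all tested compounds plus 3 SD, cut at about 27% in these data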;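 further: 0% = DMSO wells and 100% = JAK Inhibitor I control wells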
PPC-1+TRAIL kill – compounds killing PPC-1 cancer cells with TRAIL present, primary screen, TRAIL potentiator project, ATPLite luminescence, uHTS; PPC-1 cells + TRAIL, ATPLite viability luminescence; cell killing (% activity), % at 4 µM; actives 0.41% (n = 220,000); AID 1443, 2008;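 active means cell killing above 50% in the first pass at 4 µM, then a duplicate retest at 5 µM averaging 50% or more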;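 further: plate controls were cells with TRAIL plus DMSO for no effect and medium-only wells lacking cells for full effect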
Ba/F3 V617F tox – reduced viability of JAK2V617F-dependent Ba/F3 cells, primary screen, JAK2V617F inhibitor project, cell-based, Ba/F3 EpoR-JAK2V617F, luminescence. ATP luminescence. inhibition, % at 5.6 µM. actives 1.1% (n = 220,000). AID 1446, 2008;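 active means inhibition above the campaign mean plus 3 SD over all tested compounds, cut at about 24% in these data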;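 further: cytokine-independent growth of Ba/F3 cells driven by EpoR plus mutant JAK2; 0% = DMSO-treated cells and 100% = JAK inhibitor I control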
TRPML3 ag – human TRPML3 channel agonists, primary screen, cell-based, HEK293 TRPML3-YFP, Fluo-8 calcium fluorescence, 3 µM | activation, % at 3 µM | actives 0.29% (n = 220,000) | 100% = the carbachol control signal;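 active means activation above its plate's cutoff, the mean activation of the plate's test wells plus 3 SD, cut at about 12% in these data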;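 further: 0% = DMSO only wells and 100% = carbachol wells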
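Material: TRPML3-YFP stable HEK293 cells | Dosing: One concentration, 3 µM nominal, 0.3% DMSO | Timing: 125 s total fluorescence read per well | Technique: Fluo-8 calcium dye fluorescence, ex 470-495, em 515-575 nm | Measure: Percent activation from peak-to-basal fluorescence ratio, scaled between DMSO and carbachol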
RBBP9 inh – human RBBP9 inhibitors, primary screen, biochemical, fluorescence polarization, FP-Rh probe, HTS | inhibition, % at 7.94 µM | AID 1515, 2009 | actives 0.2% (n = 220,000) | Serine hydrolase RBBP9 (Homo sapiens), O75884 | recombinant RBBP9;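 active means inhibition above the campaign mean of all tested compounds plus 3 SD, cut at about 14% in these data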;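 further: plate controls were DMSO wells with RBBP9 for no effect and wells lacking RBBP9 protein for full effect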
Target sequence (O75884 whole entry, looked up): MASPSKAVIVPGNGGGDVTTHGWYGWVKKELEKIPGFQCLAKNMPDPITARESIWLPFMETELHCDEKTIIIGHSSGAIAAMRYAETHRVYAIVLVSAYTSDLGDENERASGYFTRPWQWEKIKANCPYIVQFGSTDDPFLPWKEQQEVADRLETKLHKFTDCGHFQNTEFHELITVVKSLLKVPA
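Controls: DMSO-treated enzyme wells and wells lacking RBBP9 | Material: RBBP9 protein | Technique: Fluorescence polarization | Replication: Single well per compound, no replicates | Buffer or medium: Tris-NaCl-Pluronic buffer, pH 8.0 | Timing: 30 min compound preincubation, 45 min probe labeling, 25 °C | Read-out basis: Percent inhibition from mP, scaled between DMSO and no-protein wells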
Wee1 stabilizer – Wee1 degradation inhibitors, primary screen, cell-based, HeLa, Wee1K328M-luciferase, luminescence; actives 1.2% (n = 220,000); HeLa Luc-Wee1K328M stability; 100% = proteasome inhibitor MG132 effect; Wee1-like protein kinase (Homo sapiens), P30291; reporter increase, % at 5 µM;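 active means activation above the mean of all tested compounds plus 3 SD, set per screening run, cut at about 8.8% in these data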;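 further: cells exposed to compound for 20 h before luminescence read; 0% = DMSO alone and 100% = MG132 at 30 µM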
Target sequence (P30291 whole entry K328M): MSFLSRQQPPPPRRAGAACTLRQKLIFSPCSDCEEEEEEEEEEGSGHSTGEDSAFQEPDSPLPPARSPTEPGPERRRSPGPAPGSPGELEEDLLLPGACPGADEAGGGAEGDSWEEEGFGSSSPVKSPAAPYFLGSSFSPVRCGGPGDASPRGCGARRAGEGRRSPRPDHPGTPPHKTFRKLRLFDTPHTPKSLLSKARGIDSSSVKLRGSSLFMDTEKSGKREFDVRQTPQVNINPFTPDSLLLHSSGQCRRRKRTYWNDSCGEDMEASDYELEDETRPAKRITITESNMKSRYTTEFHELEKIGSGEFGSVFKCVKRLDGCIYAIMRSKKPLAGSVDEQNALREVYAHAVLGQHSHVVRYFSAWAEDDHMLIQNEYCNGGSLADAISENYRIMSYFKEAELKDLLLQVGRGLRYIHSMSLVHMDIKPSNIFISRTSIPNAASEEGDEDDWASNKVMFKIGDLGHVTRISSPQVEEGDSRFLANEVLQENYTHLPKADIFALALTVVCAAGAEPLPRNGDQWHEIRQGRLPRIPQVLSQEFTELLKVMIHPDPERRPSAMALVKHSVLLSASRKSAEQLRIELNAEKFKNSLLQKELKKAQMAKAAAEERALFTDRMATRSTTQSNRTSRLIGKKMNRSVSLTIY
The depositor's hits bear a star; x = no result given.

SMILES	TNF necrop inh	zfTRPN1 agonist	CHOP inh	BaF3 tox	PPC-1+TRAIL kill	Ba/F3 V617F tox	TRPML3 ag	RBBP9 inh	Wee1 stabilizer
CC12CCC(C(=O)Nc3c(Cl)cccc3Cl)(C(Br)C1=O)C2(C)C (stereo not given)	0.5	1.4	-15	6	-2	-1	0.3	-1	1
CCCCC(=O)Nc1cc(OC)c(NC(=O)C2CCCCC2)cc1OC	2.7	-1.4	8	3	-4	-1	0.2	-14	-3
O=C(/C=C/c1cccs1)N1CCN(Cc2ccc3c(c2)OCO3)CC1	3.1	0.2	-27	-1	23	-5	1.1	1	-1
CCN1CCCC1CNS(=O)(=O)c1cccc(C(F)(F)F)c1 (stereo not given)	0.9	-0.5	-22	5	-7	0	1.1	6	-1
COc1ccc(N2C(=O)CC(NCc3ccncc3)C2=O)cc1 (stereo not given)	-0.9	0.2	1	4	5	0	0.2	-10	0
CCOc1ccc(S(=O)(=O)NC(C)(C)C)cc1-c1nc2c(C(C)(C)C)nn(C)c2c(=O)[nH]1	-4.2	-0.7	81*	-2	-13	-2	24*	-9	-3
CSc1nsc(SCC(=O)Nc2ccc(Br)cn2)n1	10	-1.9	33	0	7	-2	-0.5	-5	-2
COc1ccc(-c2csc(C3=C(O)CN(Cc4ccc(Cl)cc4)C3=N)n2)cc1OC	0.8	-1.2	45	2	8	0	-0.3	-9	-1
O=C(c1ccco1)N1N=C(c2cccs2)CC1c1ccco1 (stereo not given)	-1.1	0.8	-13	10	-10	4	-0.6	-13	-2
CS(=O)(=O)N1CCN(c2nnc(-c3ccccc3)c3ccccc23)CC1	1.2	0.7	-9	3	12	2	0.2	-11	-2
O=C(Nc1c(C(=O)N2CCOCC2)cnn1-c1ccccc1Cl)c1ccco1	-1.7	0.9	5	6	9	0	0.3	-9	1
COc1cccc(CSc2nnc(-c3ccco3)n2C)c1	0.2	0.4	-10	2	17	-1	0.3	5	1
Cc1ccc(NC(=O)CSc2nnc(Cc3cccn3C)n2-c2ccc(F)cc2)cc1	-0.8	2.1	28	4	25	1	0.1	-5	2
COc1ccc(C2/C(=C(/O)c3ccccc3)C(=O)C(=O)N2c2ncccn2)cc1OC (stereo not given)	0.1	0.8	-12	0	1	3	0.1	-5	3
O=C(CSc1nc2ccccc2o1)N1CCN(c2ccc(Cl)cc2)CC1	-0.5	3.4	18	4	25	3	0.7	-1	-1
COCC(=O)N(Cc1nc2ccccc2c(=O)[nH]1)Cc1cccs1	-3.0	0.4	6	7	22	1	-0.1	-6	2
Cc1nc(NC(=S)NC(=O)c2cncc(Br)c2)ccc1Br	-1.2	1.5	63	-2	20	-4	-0.2	1	2
CC1CCN(Cc2nc3c(c(=O)n(C)c(=O)n3C)n2CCc2ccccc2)CC1	-0.2	-0.6	x	4	x	3	-0.3	-9	1
CCOc1ccc(C2C(C(=O)Nc3ccc(F)cc3)=C(C)Nc3nc(CCCO)nn32)cc1 (stereo not given)	2.2	-1.2	-5	0	-18	-2	-0.1	-4	-2
CC(C)(C)NC(=O)CN(Cc1cccs1)C(=O)C1COc2ccccc2O1 (stereo not given)	-3.5	0.2	38	2	6	-3	0.8	-4	-1
Nc1ccc(-n2nnnc2CN2CCOCC2)cc1	1.0	-0.8	27	3	14	-3	0.8	-6	0
Cc1ccc(O)c(-c2cc(C(F)(F)F)[nH]n2)c1	-7.1	-1.0	19	2	19	-2	-0.3	2	0
CC(=O)Nc1ccc(S(=O)(=O)CCC(=O)O)cc1	0.4	2.5	-9	3	7	1	-0.1	-13	0
COc1ccc(Cc2nc(-c3ccc(Cl)cc3)no2)cc1	0.6	-1.0	55	3	9	0	-0.1	-6	0
OCCNc1nc(Nc2ccc(O)cc2)nc2ccccc12	-4.2	0.6	15	-10	14	0	1.1	-1	-1
The results go on:
SMILES	TNF necrop inh	zfTRPN1 agonist	CHOP inh	BaF3 tox	PPC-1+TRAIL kill	Ba/F3 V617F tox	TRPML3 ag	RBBP9 inh	Wee1 stabilizer
Cc1ccc(N2CC(C(=O)Nc3ccncc3)CC2=O)cc1 (stereo not given)	-1.7	-1.0	52	4	-7	2	0.2	-7	2
COC(=O)CSc1nc(N)c(C#N)c(C(C)C)c1C#N	0.9	1.0	-8	3	-1	2	1.5	-6	-2
Cc1cc(NC(=O)/C=C/c2ccc(Br)cc2)no1	-19	-0.4	2	4	34	3	0.8	-4	1
CCc1ccc(NC2=NCC(=O)N2Cc2ccc3c(c2)OCO3)cc1	3.2	0.2	37	9	6	-1	-0.1	1	-1
CN(CCCNC(=O)CSc1cc(=O)n(C)c2cc(Cl)ccc12)Cc1ccccc1	-1.1	-0.1	4	1	12	-3	-0.5	1	2
CN(c1ccccc1)S(=O)(=O)c1ccc(NC(=O)C2CCCCC2C(=O)O)cc1 (stereo not given)	-3.0	0.1	6	3	-14	1	-0.4	-2	-1
O=C(NCc1ccccc1)c1cc(=O)[nH]c2ccccc12	0.2	0.1	42	6	5	3	0.5	4	-2
CN(C)c1nc(N(C)C)nc(N(C#N)CCOc2ccccc2)n1	-1.7	0.1	19	7	0	3	0.0	-4	1
Cc1c(N(C)C(=O)C2CCCN2S(=O)(=O)c2ccccc2)c(=O)n(-c2ccccc2)n1C (stereo not given)	-1.6	-1.0	11	1	6	-4	-0.3	-5	-1
Cc1cc(C)n(CC(=O)O)n1	-1.0	-1.4	-25	-5	8	2	0.7	-8	-1
Cc1cc(N2CCN(C3CCCCC3)CC2)nc2cccc(O)c12	3.2	1.6	16	1	24	-2	0.1	-7	-3
Cc1cccc(C(=O)O/N=C2\CCCc3ccccc32)c1	-1.8	-0.6	50	2	-6	-1	-0.3	-8	-2
FC(F)(F)c1cnc(Sc2nc3nccc(-c4ccc(Cl)cc4)n3n2)c(Cl)c1	-6.2	-0.8	60	-1	0	0	-0.7	-8	-3
CCN(C(=O)COC(=O)c1cc(-c2ccc3cc(OC)ccc3c2)nc2ccccc12)C1CCS(=O)(=O)C1 (stereo not given)	-0.2	-1.2	17	2	83*	0	0.4	3	1
CCc1ccccc1NC(=O)Cc1ccc(-n2cccc2)cc1	3.0	-2.1	34	7	24	2	-0.7	2	3
CCOc1ccc(NC(=S)NC(C)C(c2ccccc2)N2CCN(C)CC2)cc1 (stereo not given)	0.2	0.4	4	6	10	2	1.2	2	1
COc1ccc(C2=NC(=O)/C(=C\c3cc(OC)c(OC)c(OC)c3)O2)cc1	1.8	0.9	89*	3	2	-1	0.9	-7	3
CC1CCc2cc(F)ccc2N1C(=O)C1(C)CC1(Cl)Cl (stereo not given)	3.8	-0.7	42	6	38	1	1.9	-3	-2
Cc1ccc2c(c1)N(CC(=O)N1CCc3ccccc3C1)C(=O)CO2	-1.8	0.4	-11	9	11	1	-0.5	-9	-4
Cc1cc(O)c(C(=O)Cc2csc(C)n2)c(O)c1	1.6	-2.5	-13	1	18	-3	-0.4	-8	2
CC(NC(=O)CCn1nc(-c2ccc(Cl)cc2)ccc1=O)c1ccccc1 (stereo not given)	-0.8	1.6	4	6	9	2	0.1	-1	1
S=C(Nc1cccc(Cl)c1)Nc1ccc2cn[nH]c2c1	1.4	-0.1	-23	-2	9	-3	0.1	2	-1
CC(=O)C1=C(O)C(=O)N(Cc2ccco2)C1c1cccc(F)c1 (stereo not given)	0.0	-1.0	5	5	-2	0	0.9	-7	-3
CC(Sc1nc(-c2ccccc2)cc(C(F)(F)F)n1)C(=O)Nc1sc2c(c1C(N)=O)CCC2 (stereo not given)	4.4	-0.1	68	0	29	-3	0.3	-1	0
COc1ccccc1-n1cn[nH]c1=S	1.2	1.1	12	-8	-5	1	0.3	-1	-1
CC1(C)[N+]([O-])=C2C(=[N+]([O-])C1(C)C)c1ccccc1/C2=N\O	-2.9	0.7	5	2	16	1	0.1	-4	0
O=C(NCCN1CCOCC1)c1cc(-c2ccc(Br)cc2)on1	0.8	1.4	-4	6	3	-1	0.9	-6	-1
COc1ccc(C2C3=C(CC(C)(C)CC3=O)Nc3c2c(=O)[nH]c(=O)n3Cc2ccccc2)cc1 (stereo not given)	-4.8	0.7	-16	13	14	5	0.5	-7	1
O=C(c1ccc(F)cc1)N1CCN(C2CCC(c3ccccc3)CC2)CC1 (stereo not given)	0.6	0.2	17	9	4	2	1.6	4	-1

Copied from above, four compounds:
SMILES	TNF necrop inh	zfTRPN1 agonist	CHOP inh	BaF3 tox	PPC-1+TRAIL kill	Ba/F3 V617F tox	TRPML3 ag	RBBP9 inh	Wee1 stabilizer
S=C(Nc1cccc(Cl)c1)Nc1ccc2cn[nH]c2c1	1.4	-0.1	-23	-2	9	-3	0.1	2	-1
CC(=O)C1=C(O)C(=O)N(Cc2ccco2)C1c1cccc(F)c1 (stereo not given)	0.0	-1.0	5	5	-2	0	0.9	-7	-3
CC(Sc1nc(-c2ccccc2)cc(C(F)(F)F)n1)C(=O)Nc1sc2c(c1C(N)=O)CCC2 (stereo not given)	4.4	-0.1	68	0	29	-3	0.3	-1	0
COc1ccccc1-n1cn[nH]c1=S	1.2	1.1	12	-8	-5	1	0.3	-1	-1

Four entries drawn at random from the list so far:
SMILES	TNF necrop inh	zfTRPN1 agonist	CHOP inh	BaF3 tox	PPC-1+TRAIL kill	Ba/F3 V617F tox	TRPML3 ag	RBBP9 inh	Wee1 stabilizer
CCN(C(=O)COC(=O)c1cc(-c2ccc3cc(OC)ccc3c2)nc2ccccc12)C1CCS(=O)(=O)C1 (stereo not given)	-0.2	-1.2	17	2	83*	0	0.4	3	1
Cc1cccc(C(=O)O/N=C2\CCCc3ccccc32)c1	-1.8	-0.6	50	2	-6	-1	-0.3	-8	-2
COC(=O)CSc1nc(N)c(C#N)c(C(C)C)c1C#N	0.9	1.0	-8	3	-1	2	1.5	-6	-2
FC(F)(F)c1cnc(Sc2nc3nccc(-c4ccc(Cl)cc4)n3n2)c(Cl)c1	-6.2	-0.8	60	-1	0	0	-0.7	-8	-3
